WT yeast gro inh – growth inhibition of WT yeast, mitochondrial fusion screen; mitochondrial fusion phenotypic screen, WT strain; hit rate 2.1% among 190,000; inhibition, % at 10 µM; AID 1362; in the data active = inhibition above about 58%; tested in S. cerevisiae
Dynein cargo inh – blocks dynein driven cargo transport along microtubules; 3617.4 mouse cells, GR-EGFP nuclear translocation imaging; test concentration mostly 20 µM; stimulated with dexamethasone, 1 µM; stronger effect = lower value; hit rate 0.47% among 220,000; z-score, hits read low;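 active = plate z-score of nuclear minus cytoplasmic receptor signal below a set negative limit, without overly bright fluorescence or cell loss, cut at about -3.5 in these data, passing the limit was not always enough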;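 note: z-score of nuclear minus cytoplasmic ring GR-EGFP intensity difference per well; some compounds called inactive have numbers as strong as hits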
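medium = tetracycline-free induction medium containing charcoal-stripped FBS | also added = 1.0 µM final dexamethasone stimulus | schedule = 48 h induction, 1 h compound, 30 min dex at 37 °C | technique = fixed, Hoechst-stained cells imaged at 10x for EGFP | measure = GR-EGFP nuclear translocation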
Insulin prom up – MIN6 insulin promoter up-regulation. MIN6 insulin promoter-GFP reporter, high-content imaging; stronger effect = higher value. z-score at 5 µM. hit rate 0.3% among 190,000. AID 1625;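 active = z-score above 3 at 5 µM with at least 500 cells counted in the well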
Hep lipid drop – hepatic lipid droplet formation modulation | AML12 mouse hepatocytes, oleate lipid droplets, BODIPY imaging | inhibition, % at 6.5 µM | hit rate 0.4% among 240,000 | AID 1656;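 active = lipid droplet intensity inhibited by at least 50%, with more than 500 cells counted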
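Material: mouse AML12 hepatocyte cell line, fixed after treatment; Timing: compound with oleate, overnight; Technique: high-content imaging of BODIPY-stained droplets and DAPI nuclei; Probe or stimulus: oleate, 100 µM final; Dosing: compound at 6.5 µM only.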
MT stabilizer – stabilizes microtubules in HeLa cells. HeLa tubulin immunostaining HCS, 24 h; share of cells brighter than vehicle mean+2SD. hit rate 0.83% among 200,000. % tubulin-high responders, % at 10 µM. AID 2205;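 active = plate Z-score above 3 for both tubulin-high and condensed-nucleus cell shares, with cell loss under 80%, at 10 µM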;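 note: anti alpha tubulin signal scored within the nucleus-defined area of each cell; some results filed as inactive read as strong as hits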
Autophagy mod – alters autophagy in cells | hit rate 0.98% among 190,000 | calls only at 10 µM (by protocol) | MEF GFP-LC3 puncta imaging; test concentration mostly 10 µM;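 active = percentage of spot-positive cells more than 3 SD above its plate mean, without a fluorescence outlier flag or 80% toxicity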;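 note: spot-positive cell cutoff set from DMSO-treated cells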
Yfh1-depleted yeast – enhancers of respiration in Yfh1-depleted yeast, dose response, Friedreich's ataxia, plus single-dose screen (AID 1465) | S. cerevisiae Yfh1-off respiration, WST-1 reduction, 72 h; higher fold induction means a stronger effect | fold induction at 50 µM, or EC50 in µM where a hit was titrated | hit rate 0.074% among 220,000;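 active = fold induction of absorbance versus untreated yeast above a set limit, then at least 30% activation at any dose in follow-up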;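 note: activators that raise dye reduction in frataxin-depleted yeast; strong numbers were not always called active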
b-catenin transl – beta-catenin nuclear translocation modulation; HeLa beta-catenin nuclear translocation, immunofluorescence imaging; nuclear translocation activity, % at 5 µM; hit rate 0.3% among 190,000; AID 1665;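 active = nuclear translocation activity above 50% at 5 µM, with a well cell count of 50 or more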;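 note: per-cell ratio of nuclear to cytoplasmic median beta-catenin stain intensity; plate controls were DMSO negative control for no effect and GSK-3 inhibitor IX positive control for full effect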
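Read-out: Nuclear/cytoplasmic beta-catenin signal ratio, % activation | Assay system: Human HeLa cell line | Times: 24 h compound exposure at 37°C, 5% CO2 | Signal: Fluorescence imaging of beta-catenin antibody stain plus DAPI | Dosing: 5 µM primary, 0.02–20 µM confirmation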
NOD2 inhibition – inhibition of NOD2-driven NF-kB reporter – cell-based, luminescence, uHTS, HEK293 (AID 1566). HEK293 NOD2/NF-kB luciferase reporter, luminescence; higher % means a stronger effect. inhibition, % at 4 µM; hits with a dose series show EC50 in µM. hit rate 0.63% among 290,000; in the data active = inhibition above about 50%; note: many of its hits are not listed in these tables
WT yeast gro inh mutant strain – recorded beside WT yeast gro inh, whose call it bears; inhibition, %; mitochondrial fusion phenotypic screen, mutant strain inhibition
Dynein cargo inh cytoplasmic EGFP – recorded beside Dynein cargo inh, whose call it bears; z-score; measured here: cytoplasmic GR-EGFP intensity; stronger effect = higher value
Dynein cargo inh nuclear GR-EGFP – also measured in Dynein cargo inh; calls as there; z-score; measured here: nuclear GR-EGFP intensity;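 lower value marks the stronger effect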
Dynein cargo inh cell count – further read-out of Dynein cargo inh, marked with its call; z-score; measured here: cell count per field
Insulin prom up cell count – second read-out of Insulin prom up, no call of its own (marks repeat the call); cell count; measured here: cytotoxicity, nuclei count;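 total cells summed across four imaged fields per well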
Hep lipid drop cells 6.5 µM – recorded beside Hep lipid drop, whose call it bears; cell count; measured here: cell count, cytotoxicity flag;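 cells counted across two imaged fields per well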
b-catenin transl cell count 5 µM – further read-out of b-catenin transl, marked with its call; cell count; measured here: cell count, cytotoxicity flag
MT stabilizer Hoechst-high % – further read-out of MT stabilizer, marked with its call; % Hoechst-high responders; measured here: nuclear condensation Hoechst responders;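 share of cells brighter than vehicle mean plus two SD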
MT stabilizer cytotoxicity % – also measured in MT stabilizer; calls as there; toxicity, %; measured here: cytotoxicity by cell density;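 0% = mean cell density of plate MIN control wells and 100% = no cells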
Autophagy mod cell loss 18 h – also measured in Autophagy mod; calls as there; toxicity, %; measured here: cell loss, nuclei count;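 cell loss after 18 h compound exposure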
Starred values were filed as active, the others as inactive; i = inactive; x = no result given. The list is partial; rates above refer to the full screens.

SMILES	WT yeast gro inh	WT yeast gro inh mutant strain	Dynein cargo inh	Dynein cargo inh cytoplasmic EGFP	Dynein cargo inh nuclear GR-EGFP	Dynein cargo inh cell count	Insulin prom up	Insulin prom up cell count	Hep lipid drop	Hep lipid drop cells 6.5 µM	MT stabilizer	MT stabilizer Hoechst-high %	MT stabilizer cytotoxicity %	Autophagy mod	Autophagy mod cell loss 18 h	Yfh1-depleted yeast	b-catenin transl	b-catenin transl cell count 5 µM	NOD2 inhibition
CCNS(=O)(=O)c1c(C)cc(C)c(N(C)S(=O)(=O)c2ccccc2)c1C	-13	-15	-0.096	-0.26	-0.057	0.089	-0.94	1248	0	726	2.6	2.1	7.6	i	-5	i	-0.7	1083	10%
CCOC(=O)CC(=O)CSCC(=O)Nc1ccc(C)cc1	32	-1	-1.2	-0.24	-0.67	0.14	-0.14	1356	0	766	1.5	1.7	8.7	i	-5	i	-0.2	1138	4%
CCNC(=O)N1CCCC(C(=O)c2ccc(OC)c(OC)c2)C1 (stereo not drawn)	-12	-7	-0.45	-0.35	0.072	1	0.48	1506	-28	686	3.4	1.2	5.7	i	11	i	-0.9	995	-14%
Cc1ccc(NC(=O)CCC(=O)NNC(=O)COc2ccccc2)c(C)c1	7	-10	0.025	-0.3	-0.019	-0.18	-0.04	1345	4	546	2.3	3.1	2.7	i	19	i	3.2	1075	15%
NC(=O)c1ccccc1OCC(=O)c1ccc(Cl)cc1	-11	-3	0.092	-0.31	-0.3	-0.91	1.5	1187	11	694	3.4	2.7	9.8	i	25	i	-1.1	1026	7%
CCCn1c(NCc2cccc(OC)c2O)nc2ccccc21	-21	-8	-0.13	-0.24	-0.26	-0.27	x	x	0	689	3.8	1.1	6.1	i	5	i	0.2	1251	-18%
CCOC(=O)C1CCN(c2nc(C)cc(C)c2C#N)CC1	-4	-7	-0.19	-0.21	0.25	0.26	x	x	1	715	3.5	0.6	0.7	i	25	i	0.7	1535	12%
Nn1c(COc2ccccc2)nc2ccccc2c1=O	-17	-17	0.011	-0.32	0.5	-0.86	0.18	1328	x	x	3.1	3.3	2.5	i	14	i	-4.1	998	-12%
COC(=O)C(CC(C)C)NC(=O)CSc1nc(-c2ccccc2)c(C#N)c(=O)[nH]1 (stereo not drawn)	12	3	0.64	-0.29	0.32	1.1	0.94	1189	12	740	1.5	1.8	6.7	i	10	i	x	x	15%
C[C@@H]1CC[C@@]2(O[C@H](CCO)C[C@H](O)[C@H]2O)O1	3	2	0.047	-0.27	0.32	-0.35	0.56	1381	-14	689	3.2	1.0	6.9	i	-10	i	-2.2	1149	9%
COc1ccc(-c2onc(C)c2-c2cnn(-c3ccccc3)c2)c(O)c1C	37	23	1.4	-0.18	0.66	-1.2	x	x	-9	689	7.9	11	13	i	18	i	-0.3	1097	2%
O=C(COc1cccc2c1CCN(Cc1ccccc1)C2=O)N1CCCCC1	-11	1	-0.025	-0.34	-0.5	0.12	-0.76	1569	-5	650	1.4	2.4	5.4	i	5	i	-5.5	1141	-20%
Cc1cc(=O)[nH]c(SCC(=O)Nc2ccc(C)c(S(=O)(=O)N3CCCCC3)c2)n1	x	x	0.43	-0.28	0.89	-0.24	-0.11	950	8	657	x	x	x	x	x	i	-0.2	1345	24%
CC(C)(C)NCC(=O)N/N=C/c1ccc(OCc2ccccc2)cc1	-5	-15	0.3	-0.25	-0.37	0.71	-0.04	1373	2	706	1.4	1.2	5.5	i	-20	i	1.0	1484	-8%
O=C(c1cn(-c2ccccc2)nc1-c1ccccc1)N1CCN(c2ccccn2)CC1	17	20	0.1	-0.2	0.22	-0.02	-0.07	1569	-30	679	36*	18*	57*	i	-14	i	-4.0	925	-12%
O=C(O)CC(c1cccc(Cl)c1)n1cccc1 (stereo not drawn)	-8	-2	-0.18	-0.18	0.11	0.98	0.45	733	0	731	2.1	0.7	0.5	i	23	i	-1.2	1036	8%
Cn1c(-c2ccc(N)cc2)nc2ccccc21	27	-3	-0.19	-0.15	-0.27	0.96	-0.06	1621	x	x	1.3	1.3	6.2	i	-2	i	1.6	1335	-43%
Cn1ncc2c1ncn1nc(COc3ccc4ccccc4c3)nc21	-22	-13	-0.68	-0.26	-0.29	0.51	1.7	1035	x	x	3.5	1.5	3.6	i	5	i	-1.9	1058	4%
CSc1ccc(/C=N\NC(=O)CNc2ccc(C)cc2)cc1	9	20	0.073	-0.19	0.34	-0.46	0.25	1648	x	x	2.5	2.1	5.7	i	10	i	0.2	1426	1%
CSc1ccccc1C(=O)NCCSc1ccccc1	-3	-8	-0.28	-0.15	-0.062	0.79	-0.31	1036	-12	746	1.3	1.7	4.2	i	34	i	0.1	1199	-7%
NC(=O)c1sc2nc(N3CCOCC3)c3c(c2c1N)CCCC3	3	9	-0.25	-0.21	0.2	-0.016	0.1	830	-5	791	0.2	3.1	2.9	i	-11	i	x	x	-1%
Cc1ccc(NC(=O)c2ccccc2CCc2ccccc2)c(C)c1	18	15	-1.5	-0.15	-0.17	-0.49	-0.3	1408	x	x	2.0	1.5	9.7	i	-11	i	0.9	1417	-2%
Cc1cccc(-c2nsc(SCC(=O)Nc3cc(C)on3)n2)c1	5	13	-0.1	-0.17	0.14	0.25	0.36	1480	x	x	5.2	2.9	8.7	i	2	i	-3.8	1019	-57%
N#CCCn1c(SCC(=O)NCCc2ccc(F)cc2)nc2ccccc21	-18	-8	-0.84	-0.27	-0.15	0.0089	-0.4	1214	x	x	2.4	2.4	14	i	19	i	-4.7	986	10%
Fc1ccc(-c2[nH]ncc2CN(CC2CCC2)CC2CCCO2)c(F)c1 (stereo not drawn)	-15	-8	-0.91	-0.26	-0.04	1	-0.95	1508	2	701	2.1	2.4	7.7	i	23	i	-1.3	937	20%
O=C(CCl)c1ccc(Cc2ncc(C(F)(F)F)cc2Cl)s1	11	-2	-1.4	3.6	-0.28	-3.5	0.48	1450	x	x	1.5	1.3	3.2	i	1	i	-1.6	1343	13%
Cc1ccc(Cl)c(OC(=O)Cn2cnc3c2c(=O)n(C)c(=O)n3C)c1	-7	-5	0.92	-0.39	-0.13	-0.059	0.68	1203	-1	706	1.9	2.6	3.5	i	1	i	0.5	1108	4%
CC(=O)Cc1ccccc1OCC(=O)O	-10	4	-0.054	0.67	0.11	1	0.47	1249	31	716	2.9	3.1	24	i	0	i	0.8	975	5%
COc1ccc(OC)c(NC(=O)COC(=O)c2cc3c(s2)CCC3)c1	-48	9	-0.72	-0.15	-0.55	0.13	x	x	4	623	2.0	3.0	2.2	i	2	i	0.9	1560	-2%
CN(Cc1ccccc1)S(=O)(=O)c1ccc(N2CCOCC2)nc1	x	x	-0.8	-0.23	-0.43	1.2	-0.03	1382	0	696	x	x	x	x	x	i	-2.2	1162	4%
C=C1c2ccccc2NC(=O)N1c1ccc(OC)cc1	-6	-15	-1.2	-0.02	-0.19	-2.4	0.32	1642	-8	714	2.3	1.8	6.5	i	26	i	0.4	962	2%
OC(CNCc1ccco1)Cn1c2ccccc2c2ccccc21 (stereo not drawn)	16	14	-0.43	-0.23	-0.32	1.3	-0.28	1240	x	x	2.8	1.3	9.8	i	-1	i	-2.2	1013	1%
C=CCNc1oc(-c2ccc(OC)cc2)nc1C#N	9	4	-0.92	-0.25	-0.88	0.45	x	x	-15	628	3.3	3.0	6.8	i	0	i	-1.3	1079	-40%
O=c1c(Cc2ccc(F)cc2)c(O)ccn1Cc1ccco1	-2	-3	0.87	-0.31	0.46	0.17	0.78	1529	-3	640	3.3	1.7	5.3	i	11	i	-4.4	1100	-4%
CC(C)c1ccc(NC(=O)C2CCN(S(C)(=O)=O)CC2)cc1	0	2	-0.55	-0.18	-0.1	1.1	-0.39	1466	x	x	2.1	1.9	7.9	i	-4	i	-2.6	1452	6%
CC1(C)CC(=O)c2cnc(NC(=O)CCc3ccccc3)nc2C1	-4	0	-0.16	-0.23	0.044	0.2	1.1	1277	1	768	1.6	1.6	15	i	7	i	0.0	919	5%
Cc1c(C)n(CCC(=O)O)c2ccccc12	-12	-8	0.89	-0.2	1.1	-0.26	-0.07	1433	-8	770	1.4	1.7	4.5	i	14	i	0.5	1035	13%

A second format for part of the listing above:
| molecule | WT yeast gro inh | WT yeast gro inh mutant strain | Dynein cargo inh | Dynein cargo inh cytoplasmic EGFP | Dynein cargo inh nuclear GR-EGFP | Dynein cargo inh cell count | Insulin prom up | Insulin prom up cell count | Hep lipid drop | Hep lipid drop cells 6.5 µM | MT stabilizer | MT stabilizer Hoechst-high % | MT stabilizer cytotoxicity % | Autophagy mod | Autophagy mod cell loss 18 h | Yfh1-depleted yeast | b-catenin transl | b-catenin transl cell count 5 µM | NOD2 inhibition |
| --- | --- | --- | --- | --- | --- | --- | --- | --- | --- | --- | --- | --- | --- | --- | --- | --- | --- | --- | --- |
| CC(C)c1ccc(NC(=O)C2CCN(S(C)(=O)=O)CC2)cc1 | 0 | 2 | -0.55 | -0.18 | -0.1 | 1.1 | -0.39 | 1466 | x | x | 2.1 | 1.9 | 7.9 | i | -4 | i | -2.6 | 1452 | 6% |
| OC(CNCc1ccco1)Cn1c2ccccc2c2ccccc21 (stereo not drawn) | 16 | 14 | -0.43 | -0.23 | -0.32 | 1.3 | -0.28 | 1240 | x | x | 2.8 | 1.3 | 9.8 | i | -1 | i | -2.2 | 1013 | 1% |
| Cc1c(C)n(CCC(=O)O)c2ccccc12 | -12 | -8 | 0.89 | -0.2 | 1.1 | -0.26 | -0.07 | 1433 | -8 | 770 | 1.4 | 1.7 | 4.5 | i | 14 | i | 0.5 | 1035 | 13% |

Bioassay records from PubChem BioAssay.
